# High-throughput results from PubChem BioAssay.
# Tb PYK inh: T. brucei pyruvate kinase inhibition; Q57TT1; AID 624173; Potency, µM (series often up to 76.8 µM), for the others: at the top dose activity, negative = inhibition, hits mostly inhibitors; TbPYK enzyme, Kinase-Glo Plus ATP luminescence, 45 min; 410,000 compounds, 0.12% hits; note: potency is the fitted concentration of half-maximal effect; nearly all actives have a fitted effect of over 50% in size
#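 ADP (130 uM final) triggers the TbPYK reaction after compound addition; incubation is 45 min at room temperature. Kinase-Glo Plus is then added and luminescence imaged. Normalized data are fitted to concentration-effect curves.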
# AmpC no deterg: inhibitors of E. coli AmpC beta-lactamase without detergent; AmpC nitrocefin hydrolysis, absorbance 480 nm, 0.0001% Triton; Potency, µM (highest dose often 57.1 µM), for the others: top-dose activity change, negative = inhibition, most hits filed as inhibitors; 330,000 compounds, 0.52% hits;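 note: potency is the fitted concentration of half-maximal effect; plate controls were no compound for no effect and no enzyme for full effect; nearly all actives have a fitted effect of over 20% in size; some results filed as inactive show a strong effect at the top dose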
# Target sequence (P00811 whole entry, looked up): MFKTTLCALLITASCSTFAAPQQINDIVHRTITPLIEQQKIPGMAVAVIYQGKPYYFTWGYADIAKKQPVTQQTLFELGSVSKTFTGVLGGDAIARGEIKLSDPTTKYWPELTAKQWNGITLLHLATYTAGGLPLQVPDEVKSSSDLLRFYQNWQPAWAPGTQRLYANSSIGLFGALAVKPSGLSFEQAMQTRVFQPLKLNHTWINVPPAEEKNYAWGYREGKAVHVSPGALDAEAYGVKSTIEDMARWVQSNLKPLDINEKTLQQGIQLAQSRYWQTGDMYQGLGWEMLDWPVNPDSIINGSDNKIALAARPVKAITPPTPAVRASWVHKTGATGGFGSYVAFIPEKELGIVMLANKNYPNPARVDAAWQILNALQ
#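 20 mM phosphate pH 7.0 + 0.01% (detergent screen) or 0.0001% Triton X-100; 5.3 nM AmpC reagent; cpd preinc 15 min RT; nitrocefin (800 uM stock) to start; A480 q20 s × 4 min; Activity was normalised to no-enzyme and no-compound control wells.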
# AMA1-RON2 inh: disrupts binding of P. falciparum AMA1 to RON2; AlphaScreen AMA1-biotinylated RON2 peptide binding; 360,000 compounds, 0.2% hits; Potency, µM (top dose mostly 58.2 µM), inactives show top-dose activity change, negative = inhibition, most hits filed as inhibitors;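 note: potency is the fitted concentration of half-maximal effect; 0% = vehicle wells and -100% = peptide control; nearly all actives have a fitted effect of over 45% in size; some results filed as inactive show a strong effect at the top dose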
#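 AMA1 (3D7) with his tag at 25 nM final met compounds first, then biotinylated RON2 peptide at 25 nM; detection used donor plus acceptor beads, 10 µg/mL apiece, read by AlphaScreen after 30 min at room temperature.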
# Sm TGR block: S. mansoni TGR enzyme inhibition. purified TGR, DTNB reduction, TNB absorbance 405 nm. Potency, µM (series often up to 114 µM), without a hit: at the highest dose activity change, negative = inhibition, usual class: inhibitors. 360,000 compounds, 3% hits; note: potency is the fitted concentration of half-maximal effect; nearly all actives have a fitted effect of over 60% in size
#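 Kinetic colorimetric format: TGR-catalysed, NADPH-driven DTNB reduction monitored via TNB absorbance. Enzyme dispensed at 20 nM; compound exposure 15 min at room temperature before reaction start.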
# LmPK inh: inhibitors of Leishmania mexicana pyruvate kinase; 290,000 compounds, 0.37% hits; Q27686; Potency, µM (top dose mostly 57.5 µM), inactives show at the top dose activity change, negative = inhibition, actives largely listed as inhibitors; AID 1721; purified LmPK, Kinase-Glo ATP luminescence, 1 h; note: potency is the fitted concentration of half-maximal effect
# Target sequence (Q27686 whole entry, looked up): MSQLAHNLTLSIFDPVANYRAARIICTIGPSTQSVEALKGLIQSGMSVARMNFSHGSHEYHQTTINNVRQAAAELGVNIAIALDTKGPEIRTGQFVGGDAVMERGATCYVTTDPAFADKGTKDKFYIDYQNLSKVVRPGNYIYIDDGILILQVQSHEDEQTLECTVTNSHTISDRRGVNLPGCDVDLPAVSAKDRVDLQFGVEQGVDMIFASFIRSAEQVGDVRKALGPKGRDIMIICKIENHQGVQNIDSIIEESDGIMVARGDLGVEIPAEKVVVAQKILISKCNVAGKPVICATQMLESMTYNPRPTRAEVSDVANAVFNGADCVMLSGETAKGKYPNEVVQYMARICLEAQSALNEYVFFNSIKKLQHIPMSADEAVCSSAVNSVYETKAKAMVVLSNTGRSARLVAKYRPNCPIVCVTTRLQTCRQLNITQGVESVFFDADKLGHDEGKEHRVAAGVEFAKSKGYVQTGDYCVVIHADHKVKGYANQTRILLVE
#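 Purified LmPK (0.1 nM) converted ADP (0.1 mM) to ATP with PEP (0.5 mM) in imidazole buffer pH 7.2 with KCl and MgCl2, 1 h at room temperature. ATP was read by Kinase-Glo luminescence; data normalized to uninhibited and no-enzyme controls.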
# HCMV antiviral: inhibitors of human cytomegalovirus | activity change, negative = inhibition, % at 57.5 µM | HFF cells, HCMV-luciferase reporter, 72 h; stronger effect = lower value | AID 1259415 | 410,000 compounds, 4.5% hits; in the data active = activity change below about -60%; inconclusive = no clear call, values can overlap the other calls; inactive = above about -39%
#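 Inhibition of viral replication was scored as loss of reporter luminescence in HFFs infected with HCMV-luciferase (MOI 1 PFU/cell) for 72 h; compounds tested at 2 doses, normalized to buffer and Salinomycin controls.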
# AmpC inh detg: AmpC beta-lactamase inhibition with detergent present; P00811; AmpC hydrolysis of nitrocefin, absorbance 480 nm, 0.01% Triton; Potency, µM (top dose mostly 114 µM), for inactives: at the top dose activity change, negative = inhibition, most hits filed as inhibitors; 370,000 compounds, 0.041% hits;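 note: potency is the fitted concentration of half-maximal effect; 0% = no-compound wells and -100% = no-enzyme wells; nearly all actives have a fitted effect of over 25% in size; some results filed as inactive show a strong effect at the top dose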
#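 AmpC (5.3 nM in the dispensed reagent) in 20 mM phosphate pH 7.0 with 0.01% (detergent screen) or 0.0001% Triton X-100 was preincubated with compounds for 15 min at room temperature. Nitrocefin was then added from an 800 uM solution, and hydrolysis was followed at 480 nm.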
# Starred values were filed as active, the others as inactive; u = inconclusive; x = not tested or not shown; [ ] = another dose, or the depositor's remark. Unless noted, calls come from the whole dose curve; as a rule, active = well fitted curve in the direction sought with a large enough effect; inconclusive = small, poorly fitted or top-dose-only effect, or another doubt; inactive = no such curve, though single readings can be large; an effect the other way counts as inactive or inconclusive. Unless noted, % is set by controls: 0 for no effect and ±100 for the full control effect.
# Sequence of screens – Tb PYK inh	AmpC no deterg	AMA1-RON2 inh	Sm TGR block	LmPK inh	HCMV antiviral	AmpC inh detg
N#Cc1ccc(-c2ccccc2)nc1Sc1ccc(F)cc1
 : 4%	-8%	-1%	5%	4%	4	-2%
Cc1ccc(-c2cc(-c3ccco3)c(C#N)c(=O)[nH]2)cc1
 : -15%	-48%	4%	2.2µM*	3%	10	-1%
COc1ccc(Cc2c(C)nc(N)nc2Cl)cc1
 : 3%	-17%	6%	-1%	-2%	-3	-5%
CCN(CCCNC(=O)C1CCC(=O)N1C(C)C)c1cccc(C)c1 (centres undefined)
 : 0%	43%	-3%	2%	9%	14	8%
O=C(O)CN1C(=O)/C(=C\c2cc(Br)ccc2OCc2ccc(F)cc2)SC1=S
 : 2%	-17%	-8%	-3%	6%	32	-7%
O=C(N/N=C/c1ccc(O)cc1)NC12CC3CC(CC(C3)C1)C2
 : -4%	-28%	-4%	3%	1%	-31	4%
O=C(C=CC(=O)Nc1ccc(F)cc1F)Nc1ccc(F)cc1F
 : -1%	x	3%	x	x	-13	x
Cc1cc(C)c2c(CC(=O)NN(C)C)coc2c1
 : 2%	-40%	11%	1%	2%	-39	-1%
O=C1CC(C(=O)N(c2ccc(F)cc2)C(C(=O)NC2CCCC2)c2ccccn2)CS1 (centres undefined)
 : 0%	9%	3%	-8%	0%	x	u
COc1ccc(Cl)cc1NC(=O)CCCn1c(C)c2cnn(-c3ccccc3)c(=O)c2c1C
 : -7%	x	x	u	x	-10	-1%

# The results go on:
# Sequence of screens – Tb PYK inh	AmpC no deterg	AMA1-RON2 inh	Sm TGR block	LmPK inh	HCMV antiviral	AmpC inh detg
CCOC(=O)c1c(NC(=O)CSc2ccccc2C(=O)O)sc(C)c1C
 : 3%	37%	17%	-11%	16%	-18	17%
NC(=O)[C@@H]1CCCNc2c(I)cc([N+](=O)[O-])cc2C(=O)N[C@@H](CO)C(=O)N[C@@H](Cc2ccc(O)cc2)C(=O)N1
 : -1%	-23%	-1%	-7%	-1%	17	-6%
Cc1cc(C(c2cc(C)c(N)c(C)c2)c2ccco2)cc(C)c1N
 : -3%	x	u	x	x	1	x
CCCCCCn1c(=O)n2n(c1=O)C[C@]1(OC(=O)Nc3cccs3)CN(S(=O)(=O)c3ccc(C)cc3)C[C@]1(O)C2
 : -1%	x	-8%	x	x	-1	x
Nc1nc(CSc2nnnn2-c2ccccc2)nc(Nc2ccccc2)n1
 : -2%	x	-3%	x	x	0	x
CCn1nc(C)c(CCN(C)C(=O)Nc2cccc(Cl)c2C)c1C
 : 1%	x	x	-4%	x	31	-2%
O=C(COC(=O)CCCSc1nc2ccccc2[nH]1)NC(=O)NC1CCCC1
 : 1%	-24%	-15%	-11%	-1%	-6	-3%
Cc1ccc(NC(=O)Cn2c(=O)n(CCCCC(=O)NCc3ccc4c(c3)OCO4)c(=O)c3ccccc32)cc1
 : -5%	x	x	1%	x	-23	15%
COc1ccc(CNC(=O)COC(=O)c2[nH]c(C)c(C(C)=O)c2C)cc1OC
 : -7%	-14%	-10%	6%	x	0	4%
CCc1ccc(N2CC(C(=O)OCC(=O)Nc3cc(C)on3)CC2=O)cc1 (centres undefined)
 : 2%	-2%	-10%	-13%	2%	4	1%

# Following part
# Sequence of screens – Tb PYK inh	AmpC no deterg	AMA1-RON2 inh	Sm TGR block	LmPK inh	HCMV antiviral	AmpC inh detg
CSc1ncc(C(=O)N2CCN(c3ccc(F)cc3)CC2)c(C)n1
 : -3%	x	x	8%	x	-14	21%
O=c1c2ccccc2nnn1CSc1ncnc2ccccc12
 : -3%	-19%	-2%	-18%	3%	43	0%
CCCN(CC1CC1)S(=O)(=O)c1ccc(S(N)(=O)=O)cc1
 : -9%	0.5µM*	-8%	-3%	0%	10	u
COc1ccc(Cl)cc1NS(=O)(=O)c1c(C)[nH]c(C)c1C(=O)N1CCCCC1
 : -4%	78%[activator]	-2%	5%	5%	0	0%
COc1ccc(-c2nnc3n2CCCCC3)cc1
 : -13%	-8%	4%	-1%	-1%	-26	3%
CCc1nn(C(C)C(=O)NCCc2ccccc2)c(=O)c2cc3occc3n12 (centres undefined)
 : 6%	8%	11%	-9%	-2%	-15	-9%
CCNC(=O)O/N=C1\CCCCC1c1ccc([N+](=O)[O-])cc1[N+](=O)[O-] (centres undefined)
 : -3%	-25%	0%	13µM*	5%	u	-5%
CCC1=C(c2cc(OC)c(OC)c(OC)c2)C2(CCCC2)C(=O)O1
 : 5%	26%	1%	-19%	1%	44	-1%
CCCN(CCC)C(=O)Cn1c(=O)c2sccc2n2c(=S)sc(-c3ccccc3)c12
 : -10%	-15%	-1%	9%	13%	8	8%
CC(=O)c1ccc(N2CCN(Cc3nc4ccccc4[nH]3)CC2)cc1
 : 0%	-16%	17%	3%	8%	-12	-15%

# The list goes on.
# Sequence of screens – Tb PYK inh	AmpC no deterg	AMA1-RON2 inh	Sm TGR block	LmPK inh	HCMV antiviral	AmpC inh detg
CCCCN(C(=O)c1cccc(N2C(=O)c3ccccc3C2=O)c1)c1c(N)n(CCCC)c(=O)[nH]c1=O
 : 4%	x	13%	x	x	0	x
CCCCCC(C)NC(=O)c1ccoc1C (centres undefined)
 : 2%	-15%	12%	u	3%	-13	u
COc1ccc(Cc2nc3ccc(C(=O)NCCn4cccn4)cc3o2)cc1
 : -12%	20%	-2%	-24%	8%	x	-8%
O=C(Cn1cnc2c(nnn2-c2ccccc2)c1=O)N1CCC(Cc2ccccc2)CC1
 : 1%	-15%	-7%	-8%	4%	0	u
FC(F)(F)c1cccc(OCCN2CCN(Cc3ccccc3)CC2)c1
 : 36%[activator]	21%	-9%	-5%	-14%	3	-12%
O=C1NC(=O)C2C3c4ccccc4C(c4ccccc43)C12 (centres undefined)
 : -1%	-25%	-8%	0%	-2%	-20	-9%
Cc1c(Cl)cccc1NC(=O)N1CCCN(c2nc(-c3ccccc3)ns2)CC1
 : -4%	-3%	6%	1%	1%	-70*	1%
CC(NC(=O)COC(=O)CN1C(=O)c2ccccc2C1=O)c1ccccc1 (centres undefined)
 : 2%	-15%	-5%[11.6 µM]	x	x	-17	x
CCC(C(=O)N1CCc2ccccc2C1)n1nc(C)n2c(cc3occc32)c1=O (centres undefined)
 : -1%	10%	-8%	-9%	4%	u	u
O=C(COC(=O)c1cccnc1Cl)Nc1cc(S(=O)(=O)N2CCCCCC2)ccc1Cl
 : -1%	-28%	-7%	-2%	x	-19	u

# The list continues.
# Sequence of screens – Tb PYK inh	AmpC no deterg	AMA1-RON2 inh	Sm TGR block	LmPK inh	HCMV antiviral	AmpC inh detg
CC(C)CC(=O)NN(C)c1nc(-c2ccccc2)nnc1C(F)(F)F
 : 0%	-7%	-16%	-12%	-5%	-9	-6%
O=C(O)c1occc1CSc1ccccc1
 : 0%	-50%	8%	-12%	1%	-25	-15%
CCOC(=O)C(=CNc1cc(C)nn1-c1ccc(C)cc1)C(=O)OCC
 : -6%	62%[activator]	7%	-2%	5%	61	-9%
COC(=O)[C@@H]1C[C@@]2(O)[C@H](O)[C@H](O)[C@H](O)C[C@H]2N1Cc1ccccc1OS(=O)(=O)c1ccc(C)cc1
 : 6%	43%	0%	-7%	3%	-7	8%
Cc1ccc(-c2noc(CCC(=O)NCCCN3CCN(c4cccc(Cl)c4)CC3)n2)cc1
 : 5%	150%[activator]	-8%	-1%	4%	-26	-6%
CCOC(=O)N=S(=O)(Oc1ccc([N+](=O)[O-])cc1)c1ccc(Cl)cc1 (centres undefined)
 : -14%	-27%	-24%	-2%	2%	-3	-5%
COc1ccc(N2CCN(CCNC(=O)CCNS(=O)(=O)c3cccs3)CC2)cc1
 : -3%	27%	-10%	-5%	-1%	48	-11%
CC1CC(C)CN(CCCNC(=O)c2nn(C)c3c2CS(=O)(=O)c2ccccc2-3)C1 (centres undefined)
 : 6%	-14%	0%	4%	1%	10	u
CCN(CC)CCCN1C(=O)C(O)=C(C(C)=O)C1c1cccc(OC)c1 (centres undefined)
 : x	-14%	x	-20%	-8%	x	u
CC(=O)N1CCN(C(=O)c2cccc(S(=O)(=O)Nc3ccc(C)cc3)c2)CC1
 : 1%	2%	-5%	-17%	7%	-20	u

# Further results.
# Sequence of screens – Tb PYK inh	AmpC no deterg	AMA1-RON2 inh	Sm TGR block	LmPK inh	HCMV antiviral	AmpC inh detg
CC(=O)c1cccc(NC(=O)CN(C)S(=O)(=O)c2ccc3c(c2)CCC(=O)N3)c1
 : 3%	-19%	-15%	5%	-5%	x	-7%
COC(=O)c1cc2c(=O)c3ccccc3oc2nc1/C=C/N(C)C
 : 0%	-9%	12%	-3%	5%	24	2%
CC(C)(C)c1cc(C(=O)NCc2ccccc2)ccn1
 : 6%	-19%	-2%	-22%	1%	-38	-12%
CCOC(=O)C1CCCN(c2cc(=O)n(Cc3ccc(F)cc3)c(=O)[nH]2)C1 (centres undefined)
 : -12%	5%	-7%	-1%	-2%	u	u
CNc1nc(N)c([N+](=O)[O-])c(Nc2cccc(Cl)c2)n1
 : 2%	-26%	2%	-1%	0%	0	-3%
CC(C#N)Sc1nnc(Nc2ccccc2)s1 (centres undefined)
 : -3%	-38%	-4%	0%	-6%	-12	-2%
CCOc1cc(Br)ccc1S(=O)(=O)N1CC(C)OC(C)C1 (centres undefined)
 : 2%	38%	u	-17%	-1%	u	-7%
Cc1cccc(C)c1OCC(=O)N(Cc1ccc(Cl)cc1)CC1CCCO1 (centres undefined)
 : 2%	x	x	0%	x	-22	17%
Cc1ccc(C(=O)CSc2nnc(CNc3ccc(F)cc3)o2)cc1
 : 1%	-33%	2%	-1%	1%	-14	-15%
CC(=O)Oc1ccc(C(=O)NC(C)CCc2ccccc2)cc1 (centres undefined)
 : -2%	-26%	4%	-12%	4%	-2	-15%

# Next part:
# Sequence of screens – Tb PYK inh	AmpC no deterg	AMA1-RON2 inh	Sm TGR block	LmPK inh	HCMV antiviral	AmpC inh detg
COc1ccc(CNS(=O)(=O)c2cnc(N)nc2)c(OC)c1
 : 7%	x	x	u	x	-3	8%
O=C(NCc1cccnc1)c1ccc(CS(=O)(=O)c2ccc(Cl)cc2)o1
 : 0%	0%	-1%	-19%	5%	-9	0%
COc1cc(CN(C)Cc2ccccc2)cc(OC)c1O
 : -1%	25%	57%[activator]	11µM*	7%	16	1%
C[C@H](CO)N1C[C@H](C)[C@@H](CN(C)C(=O)NC2CCCCC2)Oc2c(NC(=O)Cc3ccccc3)cccc2C1=O
 : -1%	104%[activator]	6%	x	x	-13	x
COc1ccc(S(=O)(=O)N2CCC(C(=O)N[C@@H](C)C(=O)NCc3ccccc3OC)CC2)cc1
 : -1%	94%[activator]	3%	1%	2%	-25	3%
